Screening results (PubChem BioAssay)
PhoP inhibition = PhoP-dependent GFP reporter repression – Salmonella Typhimurium, primary screen (AID 1863) | S. Typhimurium PhoP-regulated promoter GFP reporter, 4 h; higher % means a stronger effect | inhibition, % at 50 µM, or IC50 in µM where a hit was titrated | hit rate 0.16% among 300,000;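 active = inhibition over 29.93%, a cutoff 3 SD above the screen mean, later confirmed by dose response; inconclusive = inhibition over 29.93% but no dose response follow-up; inactive = inhibition at most 29.93% or unconfirmed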;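 note: 0% = low Mg2+ inducing control and 100% = high Mg2+ repressing control; strong numbers were not always called active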
RSV antiviral HEp-2 = RSV antiviral activity via CPE protection, HEp-2 cells, primary 10 µM value included (AID 2391); HEp-2 cells, RSV-induced CPE inhibition; higher % means a stronger effect; one-dose CPE inhibition, % at 10 µM; IC50 in µM for titrated hits; hit rate 0.13% among 310,000; in the data active = a potency from the dose series; inconclusive = CPE inhibition mostly from about 23% at the one dose, without a potency; inactive = the rest, 99 in 100 with CPE inhibition below about 21%; note: strong numbers were not always called active
NTR1 agonist = NTR1-driven beta-arrestin-GFP spot formation – imaging, U2OS cells, high content, primary screen (AID 493036); hit rate 0.17% among 330,000; agonist mode; P30989; activation, % at 20 µM;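 active = activation at or above 40% of the spot to cytoplasm intensity ratio, with at least 20 cells analyzed; inconclusive = wells under 20 cells, flagged as cytotoxic or low count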;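 note: 0% = DMSO without peptide and 100% = 100 nM NTR1 peptide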
Target sequence (P30989 whole entry, looked up): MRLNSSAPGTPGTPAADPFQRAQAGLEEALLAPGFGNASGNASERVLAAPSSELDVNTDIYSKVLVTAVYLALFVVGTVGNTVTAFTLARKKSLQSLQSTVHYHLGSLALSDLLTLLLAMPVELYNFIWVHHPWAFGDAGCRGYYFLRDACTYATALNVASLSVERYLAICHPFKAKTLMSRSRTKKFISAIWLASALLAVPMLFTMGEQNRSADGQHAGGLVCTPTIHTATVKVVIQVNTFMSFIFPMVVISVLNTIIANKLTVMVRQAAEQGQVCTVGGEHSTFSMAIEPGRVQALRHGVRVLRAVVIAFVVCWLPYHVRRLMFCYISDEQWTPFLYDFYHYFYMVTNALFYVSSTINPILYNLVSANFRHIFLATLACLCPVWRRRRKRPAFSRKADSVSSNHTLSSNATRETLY
Rac1 GTP hydrolysis = MgcRacGAP GTPase-activating activity inhibitors, confirmation, biochemical, ADP Hunter fluorescence; MgcRacGAP-stimulated Rac1 GTP hydrolysis, ADP Hunter fluorescence; higher % means a stronger effect; GST-tagged Rac1 F28L mutant substrate; inhibition, % at 30 µM, or IC50 in µM where a hit was titrated; hit rate 0.6% among 340,000; AID 624330;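 active = first-screen hits whose inhibition reached a set limit at any dose in the follow-up dose series; inconclusive = inhibition above the set first-screen limit but never retested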;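 note: fluorescence reports GDP produced by GAP-driven GTP hydrolysis; strong numbers were not always called active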
T cell modulator = T cell immune modulators affecting CD8 T cell-vesicle binding; calls only at 7 µM; 2C CD8+ T cell-vesicle binding, flow cytometry; active compounds read low; hit rate 0.068% among 330,000;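 active = response, share of CD8 T cells binding vesicles, and their 90th percentile fluorescence all below set limits, cut at about 80% in these data, passing the limit was not always enough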
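Also added: QL9-peptide-loaded Drosophila micro-vesicles bearing Ld, ICAM-1 and B7-1; Test system: purified 2C TCR transgenic mouse naive CD8+ T cells; Measured by: cytometric PE anti-B7-1 and Alexa647 anti-CD8 signals after 1% paraformaldehyde fixation; Timing: binding step 1.5 h, 37 °C, antibody labelling 20 min, ice.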
K1F lysis inhibition = protection from phage-mediated lysis, alamar blue read-out – E. coli UTI89, K1F phage, bacterial capsule biogenesis inhibitors (AID 488966); hit rate 0.02% among 340,000; E. coli UTI89 K1F phage lysis, alamar blue, 2 h; higher % means a stronger effect; one-dose inhibition, % at 100 µM; IC50 in µM for titrated hits;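 active = phage lysis inhibition, versus mean bacterial control, above a set limit; inconclusive = no clear call, values can overlap the other calls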;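 note: capsule biogenesis inhibitors block K1F phage lysis so surviving cells raise fluorescence; higher fluorescence means more inhibition of phage lysis; actives were called in the ten point dose series up to 300 µM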
Large T inhibition = SV40 large T antigen inhibitors, biochemical (AID 1903). SV40 large T antigen ATPase/helicase inhibition assay; higher % means a stronger effect. hit rate 0.39% among 310,000. inhibition, % at 20 µM; hits with a dose series show IC50 in µM; in the data active = a potency from the dose series; inconclusive = inhibition mostly from about 32% at the one dose, without a potency; inactive = the rest, 99 in 100 with inhibition below about 32%; note: strong numbers were not always called active
TNAP activators = stimulation of alkaline phosphatase TNAP activity – biochemical, luminescent, no phosphate acceptor, uHTS, primary screen (AID 1001). hit rate 0.03% among 200,000. activation fold at 20 µM; hits with a dose series show EC50 in µM. purified TNAP, luminescent activation assay, no phosphate acceptor; higher activation fold means a stronger effect; in the data active = activation fold from about 3, or a potency from the dose series; inactive = the rest, 99 in 100 with activation fold below about 1.6; note: many of its hits are not listed in these tables
Myeloid diff MLP = compounds promoting myeloid differentiation. ER-HoxA9 myeloid progenitors, lysozyme-GFP differentiation, flow cytometry. calls only at 10 µM. hit rate 1% among 360,000. AID 624256;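 active = normalized GFP-positive differentiation at or above the plate's own cutoff, the solvent-only control mean plus 3 SD; inconclusive = no clear call, values can overlap the other calls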;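 note: cells exposed to compound for four days before flow analysis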
T cell modulator vesicle-bound % = recorded beside T cell modulator, whose call it bears; double positive events, %; measured here: CD8+ vesicle-bound cell fraction;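 binding gate set so that unloaded-vesicle control wells show 10% double positive cells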
NTR1 agonist cell count 20 µM = second read-out of NTR1 agonist, no call of its own (marks repeat the call); cell count; measured here: cell count, cytotoxicity flag
Myeloid diff MLP GFP+ MAC1+ % = second read-out of Myeloid diff MLP, no call of its own (marks repeat the call); GFP+ MAC1+ double positive, %; measured here: differentiation confirmed by MAC1 staining
The depositor's hits bear a star; i = inactive; ? = inconclusive; / = not tested or not shown; [ ] = remark or other dose.

SMILES | PhoP inhibition | RSV antiviral HEp-2 | NTR1 agonist | NTR1 agonist cell count 20 µM | Rac1 GTP hydrolysis | T cell modulator | T cell modulator vesicle-bound % | K1F lysis inhibition | Large T inhibition | TNAP activators | Myeloid diff MLP | Myeloid diff MLP GFP+ MAC1+ %
C[N+]1=C(/C=C/Nc2ccccc2Cl)C(C)(C)c2ccccc21 | -53% | 7.1% | -1.1 | 71 | -6% | i | 40 | 1.8%[50 µM] | 22% | 1.1 | i | 2.0
Cc1cc([N+](=O)[O-])nn1CC(=O)NCc1ccccc1 | 5% | 1.6% | 2.0 | 84 | 2% | i | 56 | 1.2% | 46% | / | i | 0.7
COc1ccc(-c2cc3nc(C)c(CCC(=O)NC(C)CCc4ccco4)c(C)n3n2)c(OC)c1 (centres undefined) | -5% | 8.7% | 2.0 | 86 | 8% | i | 52 | -0.5% | 6% | 1.1 | i | 1.4
CCc1ccc(N(CC(=O)NC)S(C)(=O)=O)cc1 | -5% | 1.1% | -1.3 | 89 | 5% | i | 56 | 0.2% | 4% | 1.1 | i | 0.7
Cc1cc(C2CCCCC2)n(O)c(=O)c1 | -2% | 5.4% | 7.0 | 82 | 6% | i | 58 | -14% | 6% | / | ? | /
COc1cc2c(cc1NC(=O)CSc1ccc(Cl)cc1)oc1ccccc12 | 9% | 3.4% | 3.5 | 42 | 7% | i | 51 | 1.5% | 20% | 1 | i | 0.9
CCc1cccc(NS(=O)(=O)c2ccc3c(c2)NC(=O)C(C)S3)c1 (centres undefined) | -3% | 0.8% | 7.6 | 60 | 4% | i | 33 | -0.2% | 11% | / | i | 0.3
CCN(CC)S(=O)(=O)c1ccc(N2CCOCC2)c(C(=O)O)c1 | -5% | -0.1% | 0.1 | 52 | 4% | i | 56 | 0.1% | 18% | 1.1 | i | 1.1
CCC(=O)NC(=S)Nc1c(C)cc(Br)cc1C | -11% | 0.5% | 1.9 | 40 | 3% | i | 60 | 0.1% | 3% | 1.1 | i | 0.7
CCCCCNC(=O)CSC1=N/C(=C\c2ccc(Cl)c(Cl)c2)C(=O)N1CC | 0% | -1.7% | -1.8 | 51 | 17% | i | 20 | 0.9% | 4% | 1 | i | 0.8
O=C(COC(=O)/C=C/c1ccc(F)cc1)Nc1nnc(-c2ccccc2)o1 | / | -0.2% | -1.2 | 44 | 3% | i | 37 | 1.0%[50 µM] | / | / | i | 1.3
COc1ccccc1N1CCN(CC(=O)c2c(N)n(C)c(=O)n(C)c2=O)CC1 | -6% | 1.2% | -1.7 | 36 | 0% | i | 4 | -0.3% | 8% | 1.1 | i | 0.1
Cc1cccc(C)c1NC(=O)CN(C)CC(=O)Nc1sc2c(c1C(N)=O)CCC2 | -1% | -1.5% | -0.6 | 55 | 2% | i | 42 | 0.3%[50 µM] | 10% | / | i | 0.8
O=C(CN1C(=O)NC2(CCCc3ccccc32)C1=O)N1CCCCC1 (centres undefined) | -9% | 1.5% | -1.1 | 76 | 3% | i | 35 | 1.1%[50 µM] | 8% | / | i | 0.5
CC(=O)c1cccc(OCc2cc(C(=O)N3CCSCC3)no2)c1 | -4% | 3.7% | -0.7 | 50 | 4% | i | 16 | 2.4%[50 µM] | 16% | / | i | 0.9
CC1CCN(C(=O)CCCOc2ccc(Cl)cc2)CC1 | -6% | 14% | 0.8 | 80 | 6% | i | 28 | 1.7% | -1% | 1 | i | 2.2
CCCCC(=O)Nc1cccc(-c2nc3ncccc3o2)c1C | 5% | 0.8% | 0.4 | 50 | -9% | i | 16 | -0.1% | -4% | / | i | 0.5
CN(C)CCn1c(C(=O)Nc2ccccc2)cc2ccccc21 | -15% | -1.7% | -1.0 | 52 | 7% | i | 17 | 0.4% | 21% | 1.1 | i | 1.3
CC(NS(=O)(=O)/C=C/c1ccccc1)C(=O)O (centres undefined) | -8% | 1.1% | -0.4 | 52 | 8% | i | 62 | -0.8% | 4% | 1 | i | 1.0
Cc1ccc(Cn2c(SCCN3CCOCC3)nc3c2c(=O)n(C)c(=O)n3C)cc1 | -8% | 0.2% | 0.6 | 43 | 15% | i | 9 | -0.1% | 2% | 1.1 | i | 4.9
COc1cc(C(=O)NCC(=O)Nc2ccc(F)c(F)c2)ccc1OCC(=O)N1CCOCC1 | 4% | -0.6% | -0.5 | 69 | -4% | i | 23 | -0.1%[50 µM] | 9% | / | i | 0.5
O=C(O)c1ccc(CN2CCCCC2)o1 | -7% | 1.6% | 0.0 | 45 | -4% | i | 19 | -0.7% | 16% | 1.1 | i | 2.5
C/C(=N\NC(=O)c1cc(C2CC2)nc2ccccc12)c1ccc(O)cc1O | 9% | 3.0% | 0.9 | 55 | 5% | i | 12 | -1.4% | 21% | / | ? | /
O=C(CSc1nnc(-c2cccnc2)n1-c1ccc(F)cc1)NCc1ccc2c(c1)OCO2 | 4% | 1.6% | -0.8 | 92 | 7% | i | 42 | -1.2% | 8% | 1.1 | i | 0.4
Cc1cc(C)nc(SCC(=O)Oc2ccc3oc(=O)cc(C)c3c2)n1 | 15% | 3.3% | -0.8 | 59 | 8% | i | 25 | 0.2%[50 µM] | 6% | 1 | i | 0.4

Profiles, looked up by structure. Order of screens: PhoP inhibition	RSV antiviral HEp-2	NTR1 agonist	NTR1 agonist cell count 20 µM	Rac1 GTP hydrolysis	T cell modulator	T cell modulator vesicle-bound %	K1F lysis inhibition	Large T inhibition	TNAP activators	Myeloid diff MLP	Myeloid diff MLP GFP+ MAC1+ %
COc1cc(C(=O)NCC(=O)Nc2ccc(F)c(F)c2)ccc1OCC(=O)N1CCOCC1 as listed: 4%	-0.6%	-0.5	69	-4%	i	23	-0.1%[50 µM]	9%	/	i	0.5
C/C(=N\NC(=O)c1cc(C2CC2)nc2ccccc12)c1ccc(O)cc1O as listed: 9%	3.0%	0.9	55	5%	i	12	-1.4%	21%	/	?	/
O=C(O)c1ccc(CN2CCCCC2)o1 as listed: -7%	1.6%	0.0	45	-4%	i	19	-0.7%	16%	1.1	i	2.5

Additional entries:
SMILES | PhoP inhibition | RSV antiviral HEp-2 | NTR1 agonist | NTR1 agonist cell count 20 µM | Rac1 GTP hydrolysis | T cell modulator | T cell modulator vesicle-bound % | K1F lysis inhibition | Large T inhibition | TNAP activators | Myeloid diff MLP | Myeloid diff MLP GFP+ MAC1+ %
O=C(O)c1ccc(OCC2CCCO2)cc1 (centres undefined) | -6% | 0.2% | -1.7 | 54 | 3% | i | 60 | -0.7% | 13% | / | i | 0.3
COc1cc(SC)ccc1C(=O)Nc1nc(C)cs1 | -6% | 5.8% | 2.1 | 29 | 9% | i | 24 | -0.9% | 8% | 1.2 | i | 0.5
Cn1nc(C(=O)NCc2cccc(Cl)c2)c2c1-c1ccccc1S(=O)(=O)C2 | 1% | 2.2% | -0.5 | 42 | 14% | i | 20 | 0.3% | 11% | / | i | 2.5
O=C(CCN1C(=O)c2ccc(Br)cc2C1=O)NC1CCCCC1 | -4% | 0.6% | -0.3 | 88 | 6% | i | 27 | 0.7%[50 µM] | 7% | / | i | 1.2
O=C(NC(=S)N1CCCCC1CO)c1cc(Br)ccc1Cl (centres undefined) | / | / | 0.7 | 63 | 5% | / | / | 1.2%[50 µM] | / | / | i | 0.6
CCc1[nH]c(=S)c(C#N)c(-c2ccccc2)c1C(=O)OC | -14% | 5.8% | 0.2 | 65 | 10% | i | 43 | 3.3% | 18% | 1 | i | 0.2
COc1ccc(Cn2ccnc2SCC(=O)Nc2ccccc2)cc1 | 9% | 0.5% | 0.8 | 32 | -2% | i | 20 | 0.9%[50 µM] | 8% | / | i | 1.9
Cc1nc(-c2ccc(S(=O)(=O)Nc3cccc(S(N)(=O)=O)c3)s2)cs1 | -5% | 1.9% | 0.8 | 49 | / | i | 58 | / | 8% | / | i | 0.2
C=CCN1C(=O)CSc2ccc(C(=O)NC3CCCCC3)cc21 | 9% | 0.2% | 0.6 | 53 | 10% | i | 34 | 0.0% | 6% | / | i | 6.2
CCN(CC)c1ccc(NC(=O)CCNC(=O)c2ccco2)cc1 | 18% | 0.6% | 0.2 | 74 | ? | i | 54 | -0.2% | 6.7µM* | 1 | i | 0.9
CCC(C(=O)Nc1cccnc1Cl)c1ccccc1 (centres undefined) | -4% | -0.1% | -0.4 | 65 | -5% | i | 58 | 0.1% | 17% | / | i | 0.9
O=C(COC(=O)c1ccc([N+](=O)[O-])s1)Nc1ccc(Cl)cn1 | -12% | 0.8% | -0.5 | 85 | 2% | i | 56 | 0.1% | 4% | 1 | i | 0.4
O=C(c1cc2cc(Br)ccc2oc1=O)N1CCN(c2ccccn2)CC1 | -10% | / | -0.8 | 81 | 7% | i | 20 | 8.0% | 2% | 1.1 | i | 2.5
Cc1ccccc1NC(=O)CN1CCN(C)CC1 | 10% | 0.4% | 4.2 | 70 | / | i | 62 | -0.1% | 19% | / | i | 0.7
C=CCn1c(C)cc(C(=O)CSc2nc3ccccc3[nH]2)c1C | -8% | / | 3.8 | 71 | 8% | i | 26 | 2.4% | 21% | 1.2 | i | 0.5
O=C(CCNC(=O)c1ccccc1)NNC(=O)COc1ccccc1Cl | / | / | 2.8 | 52 | 3% | i | 42 | -1.3% | / | / | i | 0.4
CCc1cc(C(=O)NNC(=S)Nc2ccccc2C)cs1 | 0% | 5.1% | 0.8 | 82 | 7% | i | 52 | 0.2% | 11% | 2.7 | i | 1.8
Cc1ccc(S(=O)(=O)N2CCN(c3nn(C)c(=O)n(C)c3=O)CC2)cc1C | / | 2.1% | -1.6 | 50 | 6% | i | 7 | 0.6%[50 µM] | / | / | i | 0.8
Cc1ccc(-c2cc(C(=O)N/N=C/c3c(C)nn(C)c3C)c3ccccc3n2)c(C)c1 | -9% | 5.8% | 0.3 | 71 | 12% | i | 19 | 2.5% | 10% | 1.1 | i | 0.8
CC1CCCC(NC(=O)COC(=O)CCc2ccccc2)C1C (centres undefined) | -4% | -1.2% | 0.8 | 59 | 7% | i | 55 | -0.2% | 6% | 1 | i | 1.0
Cc1cnc(C(=O)OCC(=O)N2c3ccccc3NC(=O)C2(C)C)cn1 | -24% | 1.0% | -1.6 | 76 | 10% | i | 49 | 0.0% | 2% | 1 | i | 0.1
